# TEAD-YAP block = TEAD-YAP interaction inhibition; HEK-TIYL cells, TEAD-Gal4/YAP UAS-luciferase luminescence; inhibition, % at 9.12 µM; 1.4% of 640,000 active; in the data active means inhibition above about 32%;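 further: 0% = median of test compound wells and 100% = reference inhibitor wells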
# FBW7 activator = activators of human E3 ligase FBW7; AID 1259310; Q969H0; AlphaScreen FBW7–phospho-cyclin E peptide binding, activator screen; 0.13% of 650,000 active; normalized activity (activation), % at 26.1 µM; in the data active means normalized activity above about 1.9%;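 further: purified mutant Fbw7 with reduced substrate affinity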
# Target sequence (Q969H0 whole entry, looked up): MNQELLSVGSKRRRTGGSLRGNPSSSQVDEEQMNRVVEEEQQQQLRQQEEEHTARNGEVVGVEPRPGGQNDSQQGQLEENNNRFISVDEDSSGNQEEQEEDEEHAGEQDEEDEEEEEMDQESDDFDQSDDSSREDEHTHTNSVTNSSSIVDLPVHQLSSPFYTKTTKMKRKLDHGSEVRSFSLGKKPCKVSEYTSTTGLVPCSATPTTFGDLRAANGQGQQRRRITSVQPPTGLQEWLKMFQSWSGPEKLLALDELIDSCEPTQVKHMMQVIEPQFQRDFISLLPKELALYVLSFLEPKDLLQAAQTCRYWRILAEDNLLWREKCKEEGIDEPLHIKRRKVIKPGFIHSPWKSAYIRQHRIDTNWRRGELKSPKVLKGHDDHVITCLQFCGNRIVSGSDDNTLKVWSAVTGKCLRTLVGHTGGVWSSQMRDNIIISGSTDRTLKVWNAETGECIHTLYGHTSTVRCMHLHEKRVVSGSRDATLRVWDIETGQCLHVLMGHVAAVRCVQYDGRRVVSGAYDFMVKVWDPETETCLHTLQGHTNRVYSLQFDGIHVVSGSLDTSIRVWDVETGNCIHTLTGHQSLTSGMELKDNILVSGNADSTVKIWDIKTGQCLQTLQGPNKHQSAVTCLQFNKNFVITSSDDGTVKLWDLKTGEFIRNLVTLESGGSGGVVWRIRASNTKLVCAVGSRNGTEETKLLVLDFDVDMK
# MITF inh = inhibitors of human MITF | AlphaScreen MITF homodimerization, bead proximity signal | 0.91% of 650,000 active | inhibition, % at 2.6 µM | O75030; in the data active means inhibition above about 50%;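 further: 0% = vehicle wells with protein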
# GPR151 activ = activators of human GPR151 | AID 1508602 | activation, % at 11.2 µM | 1% of 650,000 active | Q8TDV0 | PathHunter beta-arrestin GPR151 cells, luminescence; in the data active means activation above about 4.9%;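 further: 0% = median of compound wells and 100% = cells with positive control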
# * = called active by the depositor; & = joins results of further samples; ! = not active in a repeat.
SMILES,TEAD-YAP block,FBW7 activator,MITF inh,GPR151 activ
COc1cccc(Nc2nc(-c3ccc(S(=O)(=O)N4CCCC4)cc3)cs2)c1,15.8,0.4,3.5,4.5
COc1ccc(C(C[N+](=O)[O-])c2c(C)cc3ccccn23)c(OC)c1 (stereo not given),-1.0,1.0,-3.1,-0.5
CC(=O)c1cccc(NC(=O)CC2S\C(=N/N=C/C=C/c3ccccc3)NC2=O)c1 (stereo not given),-2.4,-0.2,8.4,9.3*
c1cnc2c(CN3CCCCC3)cccc2c1,13.2,0.0,-0.7,2.7
COc1cc(CN2CCc3nnc(C(C)NC(=O)C(C)C)n3CC2)ccc1F (stereo not given),9.7,0.4,9.9,0.5
O=c1c2cn[nH]c2nc(SCc2cccc(Br)c2)n1-c1ccc(Br)cc1,-2.3,0.1,-6.4,-0.4
Cc1ccc(CNC(=O)c2nnc(Cc3cccc(Cl)c3)o2)cc1,2.9,0.2,-2.2,7.4*
O=C(C1CCN(C2CCN(Cc3ccoc3)CC2)CC1)N1CCCC1,2.0,-0.1,-8.8,0.5
CCOC(=O)c1sc(NC(=O)CSc2nc3ccc(OCC)cc3s2)c(C(=O)OCC)c1C,8.7,0.2,-0.9,-0.3
O=[N+]([O-])c1ccccc1S(=O)(=O)NCc1ccc(C(F)(F)F)cc1,-12.3,0.6,11.5,0.2
COc1ccc(CN2CCN(Cc3ccc(C)s3)CC2CCO)c(F)c1 (stereo not given),-10.3,-0.1,5.1,-0.7
COC(=O)C1=C(C(=O)c2ccccc2)C(c2ccccc2OC)n2nnnc2N1 (stereo not given),-4.0,0.0,6.0,0.1
Cc1ccc(N2C(=O)CC(Cc3ccc(Cl)cc3)C2=O)cc1 (stereo not given),0.1,0.2,2.2,0.4
c1ccc(N2CCN(c3nc(NCCN4CCOCC4)c4ncn(C5CCCCC5)c4n3)CC2)nc1,0.6,-0.1,-0.6,2.4
CCc1cccc(C)c1NC(=O)c1ccc(Cl)cc1,-1.2,-0.1,-16.2,-0.8
CCOC(=O)C1CCN(C(=O)CN2C(=O)c3cccnc3Oc3ccc(C)cc32)CC1,-0.6,0.5,12.9,2.7
Cc1cccnc1NC(=O)Nc1ccc(F)cc1,-9.3,0.1,14.5,-0.1
O=[N+]([O-])c1cccc(N=NNc2cccc([N+](=O)[O-])c2)c1,12.3,0.0,13.7,0.2
Cc1nc(NCCCn2ccnc2)cc(-c2cncc(-c3cc4ccccc4s3)c2)n1,-14.7,0.5,10.6,2.3
CC(C)CN(CCCNC(=O)C1CC(=O)N(c2ccc(F)c(Cl)c2)C1)CC(C)C (stereo not given),14.1,0.7,13.7,0.3
COc1ccc(C(C)NC(=O)Nc2ccc(C(C)=O)cc2)cc1OC (stereo not given),-2.8,-0.1,13.7,1.3
C/C(N)=C(/C#N)C(=O)COC(=O)c1ccc(OCc2c(C)noc2C)cc1,-1.7,0.0,-5.1,-0.3
O=C(Nc1ccccc1NC(=O)c1cc2ccccc2oc1=O)c1ccc(C(F)(F)F)cc1,3.1,0.0,8.8,0.2
COc1ccc2ncccc2c1C=C1C(=O)NC(=S)NC1=O,0.1,-0.5,-0.4,-0.4
CCOc1cc(CNCC2CCCN2CC)cc(Cl)c1OC (stereo not given),-6.5,-0.1,45.3,-0.5
COc1ccc2c(c1)CC(C(=O)Nc1ccc(-c3cn[nH]c3)cc1SCCC(=O)N(C)C)CO2 (stereo not given),-2.7,0.9,8.0,-0.6
Cc1cccc(NC(=O)CCN2C(=O)c3ccccc3C2=O)c1,8.3,0.1,20.3,-0.4
COc1cc(NC(=O)c2cnc(Nc3ccccc3)s2)cc(OC)c1OC,-5.5,0.2,-17.5,-0.5
O=c1nc(SCc2ccc(Cl)c(Cl)c2)c2c(n1CC1CCCO1)CCCC2 (stereo not given),-0.1,0.2,15.5,-1.0
c1ccc(-c2nnn3c2nc(NCc2ccc4c(c2)OCO4)c2ccccc23)cc1,6.8,0.1,2.0,-0.2
O=C1NC(=O)N(c2ccc(Br)cc2)C(=O)/C1=C\c1coc2ccccc2c1=O,-4.9,-0.2,-2.3,-1.1
O=C(Nc1ccc([N+](=O)[O-])cc1)/C(=C\c1ccc(F)cc1)NC(=O)c1ccco1,7.9,0.0,11.2,-0.7
CC1CCCC(C)N1C(=O)COC(=O)c1ccco1 (stereo not given),-9.5,0.0,0.8,0.8
CCCSc1nnc(-c2cc(Br)ccc2NC(C)=O)c(=O)[nH]1,4.3,0.1,0.8,-0.4
O=C(O)CCCc1c[nH]c2ccccc12,-5.6&12.3,-0.1&-0.1,7.2&8.1,5.0*!
COc1ccc(-c2noc(CN3CCN(c4ccccc4F)CC3)n2)cc1OC,2.1,-0.1,10.3,1.5
CCN1C(=O)N(c2ccc(Cl)cc2)S(=O)(=O)c2ccccc21,-5.5,0.1,4.2,-0.5
CCOc1cc(/C=N/n2cnnc2)ccc1OCCOc1cccc(C)c1,9.4,0.1,0.5,0.9
Oc1ccccc1CN1CCN(Cc2ccccc2O)C1c1sc2ccccc2c1Cl,4.9,-0.9,0.2,-0.2
COc1ccc(CN2CCC(N3CC(C)OC(C)C3)CC2)c(OC)c1 (stereo not given),10.0,0.0,94.9*,-0.3
O=C(Nc1nc(-c2ccccc2)c(-c2ccccc2)s1)c1ccc(S(=O)(=O)N2CCCCC2)cc1,-5.5,-0.1,4.9,1.9
COc1cccc(NC(=O)C(=O)NCc2ccc(C(C)C)cc2)c1,-17.3,0.1,9.6,0.8
Nc1nc(NCCCN2CCCC2=O)cc(-c2ccc(N3CCOCC3)nc2)n1,-6.0,-0.1,-3.5,0.3
O=C(c1ccc(=O)[nH]c1)N1CCN(C(=O)[C@@H]2C[C@H]2c2ccccc2)CC1,5.8,0.0,2.4,2.5
O=C1C2C(C(=O)N1c1cc([N+](=O)[O-])ccc1Cl)C1C=CC2C12CC2 (stereo not given),-1.6,0.1,9.4,0.2
O=C1c2ccccc2C(=O)C1c1ccc(Br)cc1,-7.1&-21.9,0.0&0.0,12.5&-5.9,0.3&-0.4
C=CCNC(=O)CC(=O)N/N=C/c1cccc(Br)c1,-9.8,0.2,3.0,1.4
O=C(Nc1ccc(F)c(Cl)c1)c1cc(S(=O)(=O)N2CCCCC2)ccc1F,-2.7,0.4,2.7,1.7
CCN(CC)C(=O)C12CC3CC(CC(C3)C1)C2,0.2,0.0,5.1,-1.5
NS(=O)(=O)c1ccc(CCNC(=O)CSc2nc3ccccc3c(=O)n2CCCC(=O)N2CCCC2)cc1,0.6,0.1,-12.3,2.0
COC(=O)[C@H]1[C@H]2C[C@H]3c4[nH]c5ccccc5c4CCN3C[C@H]2CC[C@@H]1O,-5.9&10.2&9.6&-0.9,0.1&0.2&0.0&-0.2&0.3,-10.2&-3.3&12.0&13.5&-4.3,-1.7&2.5&-2.0&-0.6&2.4
COc1ccc(N2CCN(C(=O)CCNC(=O)Cn3cnc4sc5c(c4c3=O)CCCC5)CC2)cc1,11.5,-0.1,12.3,-1.5
O=C1CS/C(=N/N2CCOCC2)N1Cc1ccccc1,-2.1,0.0,11.0,0.4
Cc1cccc(OCC(=O)NC(c2ccccc2)c2c(O)ccc3ccccc23)c1 (stereo not given),3.7,0.0,-12.7,-0.2
O=C(COC(=O)c1ccc(Cl)c(S(=O)(=O)N2CCCC2)c1)c1ccc(F)cc1,-0.3,0.3,-2.9,-0.6
C/C(=N/NC(=O)C1CC12CCC2)c1ccc(Br)cc1 (stereo not given),-22.7,0.1,5.8,-0.1
COc1ccccc1NC(=S)N(CCCN1CCCC(C)C1)Cc1cccs1 (stereo not given),0.7,-0.1,-8.5,-1.1
CCOC(=O)C1=C(O)/C(=C/c2ccc(N(C)C)cc2)SC1=Nc1ccc([N+](=O)[O-])cc1,0.4,-0.1,3.8,0.0
CCC(C)NC(=O)c1cc2c(C)nc3ccccc3c2o1 (stereo not given),-2.4,0.1,-14.8,0.1
C=CCNc1ncc(-c2cc3ccccc3s2)cn1,-61.1,0.1,1.4,-0.9

# Arranged by molecular weight (low to high): 16 of the compounds above
SMILES,TEAD-YAP block,FBW7 activator,MITF inh,GPR151 activ
C=CCNc1ncc(-c2cc3ccccc3s2)cn1,-61.1,0.1,1.4,-0.9
CCC(C)NC(=O)c1cc2c(C)nc3ccccc3c2o1 (stereo not given),-2.4,0.1,-14.8,0.1
O=C1CS/C(=N/N2CCOCC2)N1Cc1ccccc1,-2.1,0.0,11.0,0.4
O=C1c2ccccc2C(=O)C1c1ccc(Br)cc1,-7.1&-21.9,0.0&0.0,12.5&-5.9,0.3&-0.4
C/C(=N/NC(=O)C1CC12CCC2)c1ccc(Br)cc1 (stereo not given),-22.7,0.1,5.8,-0.1
C=CCNC(=O)CC(=O)N/N=C/c1cccc(Br)c1,-9.8,0.2,3.0,1.4
COc1cccc(NC(=O)C(=O)NCc2ccc(C(C)C)cc2)c1,-17.3,0.1,9.6,0.8
O=C1C2C(C(=O)N1c1cc([N+](=O)[O-])ccc1Cl)C1C=CC2C12CC2 (stereo not given),-1.6,0.1,9.4,0.2
O=C(c1ccc(=O)[nH]c1)N1CCN(C(=O)[C@@H]2C[C@H]2c2ccccc2)CC1,5.8,0.0,2.4,2.5
COC(=O)[C@H]1[C@H]2C[C@H]3c4[nH]c5ccccc5c4CCN3C[C@H]2CC[C@@H]1O,-5.9&10.2&9.6&-0.9,0.1&0.2&0.0&-0.2&0.3,-10.2&-3.3&12.0&13.5&-4.3,-1.7&2.5&-2.0&-0.6&2.4
Cc1cccc(OCC(=O)NC(c2ccccc2)c2c(O)ccc3ccccc23)c1 (stereo not given),3.7,0.0,-12.7,-0.2
O=C(Nc1ccc(F)c(Cl)c1)c1cc(S(=O)(=O)N2CCCCC2)ccc1F,-2.7,0.4,2.7,1.7
COc1ccccc1NC(=S)N(CCCN1CCCC(C)C1)Cc1cccs1 (stereo not given),0.7,-0.1,-8.5,-1.1
CCOC(=O)C1=C(O)/C(=C/c2ccc(N(C)C)cc2)SC1=Nc1ccc([N+](=O)[O-])cc1,0.4,-0.1,3.8,0.0
COc1ccc(N2CCN(C(=O)CCNC(=O)Cn3cnc4sc5c(c4c3=O)CCCC5)CC2)cc1,11.5,-0.1,12.3,-1.5
NS(=O)(=O)c1ccc(CCNC(=O)CSc2nc3ccccc3c(=O)n2CCCC(=O)N2CCCC2)cc1,0.6,0.1,-12.3,2.0

# New compounds follow.
SMILES,TEAD-YAP block,FBW7 activator,MITF inh,GPR151 activ
O=C(Cc1ccccc1)Nc1c2c(nn1-c1ccccc1)CSC2,8.3,0.0,4.7,1.0
COc1ccc(OC)c(NC(=O)/C=C/c2ccc(C)cc2)c1,-31.3,-0.4,0.3,0.2
O=c1oc2cc([N+](=O)[O-])c(O)cc2s1,-2.1,0.2,27.6,0.0
COCC(=O)Nc1nnc(SCCN2CCCC2)s1,-1.6,0.1,-1.3,0.6
Cc1nc(C)c(C(=O)N2CCc3nnc(Cc4ccccc4)n3CC2)s1,5.6,0.1,-6.2,0.3
N#Cc1cc([N+](=O)[O-])cc2c1C=Cc1ccccc1O2,-0.3,0.0,17.8,-0.1
Cn1cnnc1SCc1ccc(Cl)c(Cl)c1,-10.4,-0.1,-8.0,0.6
CCOC(=O)CC(=O)CSc1nc(-c2cccs2)cc(C(F)(F)F)c1C#N,5.4,0.2,-5.9,0.2
O=C1CC(C(=O)Nc2ccccc2C(=O)O)C(c2ccccc2)O1 (stereo not given),3.7,0.0,-2.2,0.3
COC(=O)c1cc(NC(=O)CSc2ccccn2)cc(C(=O)OC)c1,-3.3,-0.1,-3.0,-1.7
CS(=O)(=O)N(CC(=O)NCCSc1ccccc1)c1cc(C(F)(F)F)ccc1Cl,1.8,-0.1,4.3,0.8
Nc1cc(C(F)(F)F)cc2c1OCC(=O)N2,5.1,-0.2,-1.0,0.8
COc1ccc(/C=N/Nc2ccc(S(=O)(=O)N3CCOCC3)cc2[N+](=O)[O-])cc1,-0.6,0.3,15.7,-1.1
c1ccc(-c2noc(CN3CCN(C4CCc5ccccc5C4)CC3)n2)nc1 (stereo not given),-0.1,0.0,2.5,1.2
COc1ccc(/C=N/NC(=O)C(=O)Nc2cc(Cl)ccc2Cl)cc1,-4.3,-0.1,-5.1,1.2
CCOCCSc1nc2c(c(=O)[nH]1)C(C)(C1CCCCC1)Cc1ccccc1-2 (stereo not given),-1.6,-0.2,-8.0,-0.4
COc1ccc(C(=O)COC(=O)c2ccccc2N2C(=O)C3C4CCC(C4)C3C2=O)cc1 (stereo not given),-6.8,-0.1,2.6,-0.5
COC(=O)c1c(NC(=O)c2cnn3c(C(F)(F)F)cc(-c4ccccc4)nc23)sc2c1CCC(C(C)(C)C)C2 (stereo not given),-6.1,-0.1,0.1,-0.3
O=C1c2ccc(Br)cc2C(=O)N1CN(C(=O)C(F)(F)F)c1ccccc1,1.1,-0.3,1.1,0.2

# Not a hit list. Share with any hit: about 3.4%.
